GalR3 antagonist: antagonists of human GalR3; O60755; hit rate 0.44% among 360,000; AID 651719; HEK293 GalR3-CNG cAMP membrane potential fluorescence; galR3 body fused to GalR1 C-terminus; inhibition, % at 3 µM;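 active = inhibition above the screen-wide average plus 3 SD, cut at about 13% in these data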;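 note: forskolin and galanin both at EC90 stimulate the cells; cAMP rise reported by CNG channel membrane potential dye signal; 0% = forskolin plus galanin with DMSO and 100% = forskolin alone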
Target sequence (O60755 1-299 limits assumed): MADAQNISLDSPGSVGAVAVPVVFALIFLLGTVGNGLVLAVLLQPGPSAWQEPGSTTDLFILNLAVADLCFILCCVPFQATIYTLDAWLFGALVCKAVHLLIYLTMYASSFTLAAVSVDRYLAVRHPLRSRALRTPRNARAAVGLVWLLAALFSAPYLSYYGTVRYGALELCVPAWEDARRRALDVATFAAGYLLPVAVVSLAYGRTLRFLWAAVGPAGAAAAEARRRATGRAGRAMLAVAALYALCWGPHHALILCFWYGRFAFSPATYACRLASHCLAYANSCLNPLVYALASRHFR
OXTR potentiate: potentiates the human oxytocin receptor response | CHO-OTR cells, Fluo-8 calcium fluorescence, potentiator mode; 0% = oxytocin EC15, 100% = EC100 | activation, % at 3 µM | hit rate 0.061% among 320,000 | AID 2445;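 active = activation above that plate's cutoff, the mean activation of tested compounds plus 3 SD, cut at about 6.6% in these data, passing the limit was not always enough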;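 note: 100% uses oxytocin at 75 nM as the full agonist control; some results filed as inactive read as strong as hits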
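Replication – single well per compound, singlicate · Assay system – CHO cell line stably expressing human OTR · Timing – 6 min pre-incubation, 100 s read · Measure – normalized max/min fluorescence ratio, % activation · Doses – 3.0 µM, one dose · Detection – Fluo-8 calcium dye fluorescence · Probe or stimulus – oxytocin near EC15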
OXTR agonist: activates the human oxytocin receptor; hit rate 0.32% among 320,000; CHO-OTR cells, Fluo-8 calcium fluorescence; normalized: DMSO 0%, oxytocin 100%; activation, % at 3 µM;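 active = activation above the mean of all tested compounds plus 3 SD, cutoff set per screening run, cut at about 20% in these data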;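 note: peak over basal fluorescence ratio from a 100 s FLIPR kinetic read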
NALP1 yeast inh: inhibitors of NALP1 inflammasome in yeast; hit rate 0.61% among 280,000; inhibition, % at 10 µM; S. cerevisiae NALP1/ASC/caspase-1 growth, X-gal OD620, 72 h; AID 2071; in the data active = inhibition mostly above about 24%, no sharp cut-off; inactive = mostly below about 32%; note: some compounds called inactive have numbers as strong as hits
PfM18AAP inh: blocks P. falciparum M18 aspartyl aminopeptidase. recombinant PfM18AAP, H-Glu-NHMec fluorogenic cleavage. inhibition, % at 7.35 µM. hit rate 1.2% among 290,000. AID 1822;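 active = inhibition above the campaign mean inhibition over all tested compounds plus 3 SD, cut at about 28% in these data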;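 note: 0% = plate median of test compound wells and 100% = 2 mM ZnCl2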
MEKK2 mut-MEK5: signal of MEK5 binding to mutant human MEKK2 PB1 domain. bead flow cytometry, Alexa488-MEK5 binding to MEKK2 mutant. percent response, % at 10 µM. hit rate 0.35% among 290,000. AID 1530; in the data active = percent response above about 24%, passing the limit was not always enough; note: inactives centre near 1; some results filed as inactive read as strong as hits
V1aR counter: activates human V1a receptor in oxytocin agonist counter-screen; P37288; CHO-V1R cells, Fluo-8 calcium fluorescence, agonist mode; 0% DMSO, 100% 3 nM vasopressin; activation, % at 3 µM; hit rate 0.25% among 320,000; AID 2797;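 active = activation above the mean activation of all tested compounds plus 3 SD, per screening run, cut at about 20% in these data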;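 note: signal is peak over basal fluorescence ratio across a 100 second FLIPR read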
Target sequence (P37288 whole entry, looked up): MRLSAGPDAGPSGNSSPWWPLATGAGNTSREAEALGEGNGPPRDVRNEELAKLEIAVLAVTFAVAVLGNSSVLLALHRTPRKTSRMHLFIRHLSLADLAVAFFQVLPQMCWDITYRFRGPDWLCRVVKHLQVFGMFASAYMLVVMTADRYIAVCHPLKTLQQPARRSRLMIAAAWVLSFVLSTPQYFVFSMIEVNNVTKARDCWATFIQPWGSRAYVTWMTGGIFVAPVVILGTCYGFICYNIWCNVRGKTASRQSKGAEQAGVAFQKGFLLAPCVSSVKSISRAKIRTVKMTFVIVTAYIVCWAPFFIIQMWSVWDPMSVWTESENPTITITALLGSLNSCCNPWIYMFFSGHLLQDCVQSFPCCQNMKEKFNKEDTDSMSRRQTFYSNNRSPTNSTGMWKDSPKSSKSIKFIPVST
MEKK2wt PB1 HTS: raises or lowers MEK5 binding to wildtype human MEKK2 PB1 domain | AID 1531 | hit rate 1.1% among 290,000 | Q9Y2U5 | binding response (% of control), % at 10 µM | bead flow cytometry, Alexa488-MEK5 binding to MEKK2 WT; actives lie on both sides; in the data active = binding response below about 67% or above about 130%
GPR7 antag: human neuropeptides B/W receptor 1 antagonism; P48145; GPR7-expressing cells, fluorescence antagonist assay; inhibition, % at 4.4 µM; hit rate 1.1% among 290,000; in the data active = inhibition above about 16%, passing the limit was not always enough;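 note: cells stimulated with the agonist NPW; 0% = agonist with vehicle and 100% = vehicle without agonist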
Target sequence (P48145 whole entry, looked up): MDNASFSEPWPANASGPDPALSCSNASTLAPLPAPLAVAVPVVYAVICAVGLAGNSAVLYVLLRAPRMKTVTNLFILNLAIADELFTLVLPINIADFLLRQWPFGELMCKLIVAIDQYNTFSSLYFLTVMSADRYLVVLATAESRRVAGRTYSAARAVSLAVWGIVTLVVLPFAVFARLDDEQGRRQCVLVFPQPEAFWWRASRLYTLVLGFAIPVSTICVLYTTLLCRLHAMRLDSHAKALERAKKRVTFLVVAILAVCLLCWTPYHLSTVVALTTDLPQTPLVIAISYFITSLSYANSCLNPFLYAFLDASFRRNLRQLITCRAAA
Numbers without * were called inactive; · = no result given; [ ] = dose if it differs, or a comment.

SMILES	GalR3 antagonist	OXTR potentiate	OXTR agonist	NALP1 yeast inh	PfM18AAP inh	MEKK2 mut-MEK5	V1aR counter	MEKK2wt PB1 HTS	GPR7 antag
O=[N+]([O-])c1ccc(C2=Nn3c(Cn4nnc5ccccc54)nnc3SC2)cc1	-5.4	-5.6	-1.8	·	8.9	-3.0	-2.2	98.0	17.4
COc1ccc(CN2CCN(C(=O)CC(C)C)CC2)cc1OC	-5.7	-2.3	1.0	-4.0	22.1	3.0	1.0	100.0	-0.3
CC1O[C@@H](O[C@H](C)CC/C=C/C(=O)O)C(O)C[C@H]1O (stereo partly specified)	-5.4	4.1	0.3	·	·	·	3.5	·	·
Cc1ccc(-n2c(C)cc(=O)cc2C)cc1[N+](=O)[O-]	-8.5	-11.5	-0.1	5.0	-0.6	-1.0	0.2	97.0	1.7
Nc1nnc(SCC(=O)OCC(=O)Nc2ccc(Br)cc2)s1	-0.8	-7.9	3.8	22.0	1.3	-2.0	2.1	100.0	-3.8
Cc1ccc(S(=O)(=O)N2CCC(C(=O)NC3CCCCC3C)CC2)cc1 (stereo unspecified)	-4.6	-5.9	-1.1	14.6	1.1	2.0	-1.0	101.0	-17.8
O=C1CC2C(=O)NCCN2C(=NC(=O)c2ccc(Cl)cc2)N1 (stereo unspecified)	1.5	-5.5	1.1	-9.2	-4.0	-3.0	0.5	94.0	4.5
O=C(CC1CCCCC1)N=C1SC2CS(=O)(=O)CC2N1c1ccccc1 (stereo unspecified)	3.0	-6.5	0.1	-3.9	-5.0	0.0	0.3	100.0	-3.1
Cc1ccc(S(=O)(=O)N2CCCC2C(=O)NC2CCCCC2)cc1 (stereo unspecified)	-0.7	-1.0	-0.9	23.5	-13.6	3.0	-0.1	102.0	-5.6
CC(CCN1CCN(CCO)CC1)c1ccccc1 (stereo unspecified)	-9.5	1.8	0.4	-3.5	0.6	7.0	0.7	108.0	-11.5
CCN1CCCC(NC(=O)c2cc([N+](=O)[O-])ccc2OC)C1 (stereo unspecified)	-2.2	-2.5	1.5	29.2	-3.5	-3.0	0.5	102.0	-6.6
Oc1ccc(-c2[nH]ncc2-c2ccc(Br)cc2)c(O)c1	-6.3	·	·	10.3	10.4	0.0	·	98.0	10.3
CN(C)CCCN(Cc1ccc2c(c1)OCO2)C(=O)NC1CCCCC1	-0.8	-0.3	0.2	7.0	3.5	19.0	-0.7	103.0	-7.0
O=S(=O)(Nc1ccccc1Cl)c1ccc(NS(=O)(=O)c2cccs2)cc1	-2.5	-14.3	7.1	9.1	-2.7	-1.0	5.8	102.0	5.1
CCC(C)Sc1ccc([C@H]2N[C@@](Cc3ccccc3)(C(=O)OC)[C@H]3C(=O)N(CC)C(=O)[C@@H]23)cc1 (stereo partly specified)	-4.6	-5.4	0.5	·	·	·	1.3	·	·
COc1ccc(C(C)=O)cc1COC(=O)c1cc(C)nc2ccccc12	-2.1	-6.3	2.1	-2.5	2.1	0.0	2.6	100.0	-0.2
O=C(O)c1cccc(-n2cccc2/C=N/O)c1	-4.4	-3.2	-0.5	11.5	7.2	-9.0	-0.8	99.0	-3.6
N#Cc1ccccc1S(=O)(=O)N1CCN(C(=O)C2CCC2)CC1	-4.1	-4.0	-0.1	·	·	·	-0.6	·	·
CCC(C)(C#CCN1CCCCC1)OC(C)=O (stereo unspecified)	-2.6	3.1	0.7	12.7	-3.9	-15.0	0.2	89.0	-5.4
CC(C)(C)n1cn[nH]c1=S	-1.6	5.2	0.3	·	-1.3	-1.0	0.5	101.0	-2.3

Reformatted comma-delimited: entries from further up
structure,GalR3 antagonist,OXTR potentiate,OXTR agonist,NALP1 yeast inh,PfM18AAP inh,MEKK2 mut-MEK5,V1aR counter,MEKK2wt PB1 HTS,GPR7 antag
CC(CCN1CCN(CCO)CC1)c1ccccc1 (stereo unspecified),-9.5,1.8,0.4,-3.5,0.6,7.0,0.7,108.0,-11.5
CCN1CCCC(NC(=O)c2cc([N+](=O)[O-])ccc2OC)C1 (stereo unspecified),-2.2,-2.5,1.5,29.2,-3.5,-3.0,0.5,102.0,-6.6

Pulled by compound from above (5):
SMILES	GalR3 antagonist	OXTR potentiate	OXTR agonist	NALP1 yeast inh	PfM18AAP inh	MEKK2 mut-MEK5	V1aR counter	MEKK2wt PB1 HTS	GPR7 antag
O=C(O)c1cccc(-n2cccc2/C=N/O)c1	-4.4	-3.2	-0.5	11.5	7.2	-9.0	-0.8	99.0	-3.6
CC(C)(C)n1cn[nH]c1=S	-1.6	5.2	0.3	·	-1.3	-1.0	0.5	101.0	-2.3
Cc1ccc(S(=O)(=O)N2CCCC2C(=O)NC2CCCCC2)cc1 (stereo unspecified)	-0.7	-1.0	-0.9	23.5	-13.6	3.0	-0.1	102.0	-5.6
CCN1CCCC(NC(=O)c2cc([N+](=O)[O-])ccc2OC)C1 (stereo unspecified)	-2.2	-2.5	1.5	29.2	-3.5	-3.0	0.5	102.0	-6.6
CN(C)CCCN(Cc1ccc2c(c1)OCO2)C(=O)NC1CCCCC1	-0.8	-0.3	0.2	7.0	3.5	19.0	-0.7	103.0	-7.0

(list continues)
SMILES	GalR3 antagonist	OXTR potentiate	OXTR agonist	NALP1 yeast inh	PfM18AAP inh	MEKK2 mut-MEK5	V1aR counter	MEKK2wt PB1 HTS	GPR7 antag
O=C(O)c1cccnc1SCc1cn2cc(Br)ccc2n1	-2.4	-5.7	-0.3	-8.9	1.5	-5.0	-0.1	94.0	-7.9
CC(C)C(NC(=O)C1CCCCC1)C(=O)N1CCN(c2ccc(F)cc2)CC1 (stereo unspecified)	-4.2	1.6	-2.0	13.6	-3.2	-3.0	-1.5	95.0	-2.3
Cn1c(=O)[nH]c(NCCc2ccc(O)cc2)c([N+](=O)[O-])c1=O	-4.1	-10.1	-0.4	·	·	·	1.6	·	·
N#Cc1ccc(NC(=O)CNc2cc(S(=O)(=O)N3CCOCC3)ccc2NCC2CCCO2)cc1 (stereo unspecified)	-0.8	3.3	0.0	1.9	12.2	-18.0	-1.1	7.0*[inhibitor]	-5.4
Cc1cc(NC(=O)c2cc3ccccc3o2)cc(C)c1OCC(=O)N1CCOCC1	-1.1	-8.4	2.1	40.4	1.2	5.0	2.4	102.0	-5.2
CC(C)NCCCCOc1cccc(Br)c1	-12.3	-0.5	1.0	49.0	3.4	-1.0	1.3	98.0	-7.4
CCCNC(=O)c1oc2ccc3c(c2c1C)C(=O)CC(C)(C)O3	-0.7	-4.0	-2.1	16.4	3.3	-1.0	-0.2	101.0	-1.5
Cc1cc(C)c(C)c(S(=O)(=O)N2CCC(C(=O)N3CCCCCCC3)CC2)c1C	-2.3	-5.4	-0.9	19.3	6.1	-1.0	0.5	96.0	3.4
O=C(CS(=O)(=O)c1c[nH]c2ccccc12)N1CCCc2ccccc21	·	-7.2	3.2	25.1	8.5	0.0	3.1	107.0	2.3
CC/C(=N\NC(=O)c1nnn(-c2nonc2N)c1-c1cccs1)c1ccccc1	-7.6	-10.0	1.5	23.2	-12.1	0.0	-0.6	97.0	-0.1
O=C(Nc1nnc(-c2ccc(Cl)s2)o1)C1CCCCC1	4.3	-4.4	0.1	·	-0.7	9.0	-0.8	117.0	-12.2
O=C(O)CCC(=O)Nc1cccc(-c2nnc(-c3ccccc3)o2)c1	-4.2	-1.7	1.0	21.6	-14.7	4.0	1.2	107.0	5.4
O=C(COC(=O)CNS(=O)(=O)c1ccc(Br)cc1Cl)NC1CC1	0.8	-2.8	-0.2	·	·	·	-0.5	·	·
CCc1ccc(C(c2ccc(CC)cc2)C(Cl)Cl)cc1	0.9	3.7	1.4	·	·	·	0.0	·	·
Cc1nc2ccc(C(=O)Nc3ccccc3Cl)cc2s1	-10.1	·	·	12.7	-8.5	0.0	·	106.0	18.0
CCCOc1ccc(C(=O)NNC(=S)NC(C)=O)cc1	-2.2	-7.9	-1.9	6.1	21.6	-7.0	-1.8	95.0	-8.8
COc1cc(C2C3=C(CC(C)(C)CC3=O)NC3=C2C(=O)c2ccccc23)ccc1O (stereo unspecified)	10.0	-4.0	-0.5	-0.6	7.3	-3.0	0.9	98.0	-12.2
O=C(Nc1ccc(CSc2ccccc2)cc1)c1ccco1	-2.0	-1.7	-0.6	17.9	6.6	9.0	0.6	109.0	-10.0
O=C(c1ccc(S(=O)(=O)c2ccccc2)cc1)N1CCCCCC1	-4.0	-1.9	2.9	49.2	-8.7	-1.0	3.5	102.0	-5.1
Cn1cc(C(=O)N2CCN(c3cccc(Cl)c3)CC2)c(=O)c2cc(S(=O)(=O)N3CCOCC3)ccc21	-7.0	-20.5	-1.6	11.8	2.9	3.0	0.0	102.0	3.7
Cc1nc2ccccc2n2c(-c3ccccc3)c3c(=O)n(C)c(=O)n(C)c3c12	8.6	-9.6	-2.3	-29.4	-10.6	3.0	-0.8	97.0	0.3
CCN1CCS/C1=C/C=C/C1=[N+](CC)CCS1	·	-1.1	0.8	21.3	5.8	-2.0	-0.1	97.0	9.2
CCN(c1ccccc1)S(=O)(=O)c1ccc2c(c1)CCCN2C(C)=O	-3.2	-4.9	2.3	-2.7	-0.7	3.0	2.9	98.0	-2.4
Cc1ccc(N=C2NC(=O)/C(=C/c3cccn3C)S2)c(C)c1	-1.2	-16.2	-0.7	7.1	-6.3	-10.0	-0.8	97.0	-12.3
COc1cc(C(=O)NC(C)c2ccc(S(N)(=O)=O)cc2)ccc1OCC(=O)N1CCOCC1 (stereo unspecified)	-4.2	-1.4	-0.8	9.3	-0.4	1.0	5.2	103.0	-10.1
COc1ccc(/C=C2\CCC(C3CCCC3)C2=O)cc1Cn1cccn1 (stereo unspecified)	-6.2	-12.2	1.7	18.2	-0.1	0.0	-0.1	100.0	-5.1
S=C(NCCc1ccccc1)N1CCCC1	-4.2	-4.6	-0.6	·	·	·	-0.5	·	·
NCCCC[C@H]1CNC(=O)C(=O)N1CCc1cccc2ccccc12	-3.5	1.8	1.0	·	·	-5.0	-0.1	104.0	·
O=C(c1ccccc1F)N1CCN(Cc2ccc3c(c2)OCO3)CC1	-3.5	3.0	1.6	13.7	4.9	6.0	1.4	104.0	3.3
CS(=O)(=O)N(CC(=O)NCc1ccccn1)Cc1ccc(Cl)cc1	-5.6	-12.2	-0.8	-1.4	-4.2	4.0	-0.7	101.0	-12.2
N#CC1=C(N)C(C#N)(C#N)[C@H](c2ccncc2)[C@H]2CC3(CC=C12)OCCO3	-4.3	-6.5	-0.1	-8.0	17.1	-4.0	-0.3	95.0	5.7
COC(=O)c1ccnc(SCC(=O)c2ccccc2)c1	-0.3	4.0	-1.0	26.9	-0.4	0.0	-0.1	98.0	-4.3
CCOC(=O)C1(Cc2ccccc2)CCN(Cc2cnn(C(C)C)c2)CC1	1.4	-13.4	0.5	3.4	-1.1	-3.0	0.8	99.0	1.7
O=C(c1ccccc1Cl)N1N=C(c2cccs2)CC1c1cccc(O)c1 (stereo unspecified)	-3.4	-5.7	3.8	-1.1	1.2	9.0	1.8	97.0	-5.2
O=C(OC(C(=O)Nc1cccc(C(F)(F)F)c1)c1ccccc1)C1CCCCC1 (stereo unspecified)	-3.5	-6.8	0.3	·	2.3	5.0	0.2	112.0	-20.5
CCOC(=O)Cc1csc(NC(=O)c2cc3c(s2)CCCC3)n1	-4.2	-9.4	0.5	-0.1	-10.6	10.0	3.1	108.0	6.3

From PubChem BioAssay

Outcome played no part in choosing rows (roughly 4.1% active in at least one column).
